AmpC no deterg – blocks E. coli AmpC beta-lactamase in detergent-free assay | Potency, µM (doses to about 57.1 µM), for the others: top-dose activity change, negative = inhibition, hits mostly inhibitors | AID 485341 | AmpC nitrocefin hydrolysis, absorbance 480 nm, 0.0001% Triton | P00811 | hit rate 0.52% among 330,000;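 note: potency is the fitted concentration of half-maximal effect; plate controls were no compound for no effect and no enzyme for full effect; nearly all actives have a fitted effect of over 20% in size; some results filed as inactive show a strong effect at the top dose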
Target sequence (P00811 whole entry, looked up): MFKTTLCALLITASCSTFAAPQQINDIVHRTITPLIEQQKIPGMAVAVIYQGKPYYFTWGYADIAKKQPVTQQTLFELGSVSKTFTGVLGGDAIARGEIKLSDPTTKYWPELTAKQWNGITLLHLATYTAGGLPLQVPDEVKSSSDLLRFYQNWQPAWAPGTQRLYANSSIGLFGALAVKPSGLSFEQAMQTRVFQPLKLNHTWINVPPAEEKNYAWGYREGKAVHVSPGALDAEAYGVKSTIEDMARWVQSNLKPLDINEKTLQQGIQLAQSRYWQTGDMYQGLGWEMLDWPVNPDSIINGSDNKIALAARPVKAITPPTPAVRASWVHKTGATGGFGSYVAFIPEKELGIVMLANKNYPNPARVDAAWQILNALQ
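AmpC (5.3 nM in the dispensed reagent) in 20 mM phosphate pH 7.0 with 0.01% (detergent screen) or 0.0001% Triton X-100 was preincubated with compounds for 15 min at room temperature. Nitrocefin was then added from an 800 uM solution, and hydrolysis was followed at 480 nm.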
TbPYK inhibitor – inhibitors of Trypanosoma brucei pyruvate kinase; Q57TT1; AID 624173; hit rate 0.12% among 410,000; TbPYK enzyme, Kinase-Glo Plus ATP luminescence, 45 min; Potency, µM (series often up to 76.8 µM), for the others: at the top dose activity, negative = inhibition, actives largely listed as inhibitors; note: potency is the fitted concentration of half-maximal effect; nearly all actives have a fitted effect of over 50% in size
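TbPYK + substrate in 50 mM TEA pH 7.2, 100 mM KCl, 10 mM MgCl2, 0.05% BSA, 0.01% Tween-20; cpd pinned; ADP 130 uM final; 45 min RT; Kinase-Glo Plus 10 min; luminescence endpoint.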
HCV inhibitor – blocks hepatitis C virus | Huh7.5.1 HCVcc-Cre infection, luciferase reporter, 44 h | Potency, µM (series often up to 41.8 µM), inactives show at the highest dose activity change, negative = inhibition, hits mostly inhibitors | hit rate 3.4% among 340,000; note: potency is the fitted concentration of half-maximal effect
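Infectious HCV cell culture screen: compound-treated cells (1,000/well, pre-plated 4 h) are infected with HCVcc-Cre at roughly 0.5 moi and grown 44 h. Infection is quantified by luciferase signal after 15 min substrate incubation at room temperature.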
AmpC detergent – inhibitors of E. coli AmpC beta-lactamase with detergent | P00811 | AmpC hydrolysis of nitrocefin, absorbance 480 nm, 0.01% Triton | Potency, µM (top dose mostly 114 µM), for the others: top-dose activity change, negative = inhibition, usual class: inhibitors | hit rate 0.041% among 370,000;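 note: potency is the fitted concentration of half-maximal effect; 0% = no-compound wells and -100% = no-enzyme wells; nearly all actives have a fitted effect of over 25% in size; some results filed as inactive show a strong effect at the top dose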
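20 mM phosphate pH 7.0 + 0.01% (detergent screen) or 0.0001% Triton X-100; 5.3 nM AmpC reagent; cpd preinc 15 min RT; nitrocefin (800 uM stock) to start; A480 q20 s × 4 min; Activity was normalised to no-enzyme and no-compound control wells.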
AMA1 RON2 block – AMA1-RON2 (P. falciparum) interaction inhibition; AID 720542; hit rate 0.2% among 360,000; AlphaScreen AMA1-biotinylated RON2 peptide binding; Potency, µM (highest dose often 58.2 µM), for inactives: at the highest dose activity change, negative = inhibition, hits mostly inhibitors;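 note: potency is the fitted concentration of half-maximal effect; 0% = vehicle wells and -100% = peptide control; nearly all actives have a fitted effect of over 45% in size; some results filed as inactive show a strong effect at the top dose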
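AMA1 (3D7) with his tag at 25 nM final met compounds first, then biotinylated RON2 peptide at 25 nM; detection used donor plus acceptor beads, 10 µg/mL apiece, read by AlphaScreen after 30 min at room temperature.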
HCMV inh – human cytomegalovirus inhibition; HFF cells, HCMV-luciferase reporter, 72 h; hits give low values; activity change, negative = inhibition, % at 57.5 µM; hit rate 4.5% among 410,000; in the data active = activity change below about -60%; inconclusive = no clear call, values can overlap the other calls; inactive = above about -39%
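Compounds were evaluated in HFFs infected with an HCMV luciferase reporter virus (MOI 1 PFU/cell). Luciferase in lysates collected 72 h post infection served as the replication measure.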
LmPK inh – inhibitors of Leishmania mexicana pyruvate kinase. AID 1721. Potency, µM (highest dose often 57.5 µM), inactives show at the highest dose activity change, negative = inhibition, actives largely listed as inhibitors. Q27686. purified LmPK, Kinase-Glo ATP luminescence, 1 h. hit rate 0.37% among 290,000; note: potency is the fitted concentration of half-maximal effect
Target sequence (Q27686 whole entry, looked up): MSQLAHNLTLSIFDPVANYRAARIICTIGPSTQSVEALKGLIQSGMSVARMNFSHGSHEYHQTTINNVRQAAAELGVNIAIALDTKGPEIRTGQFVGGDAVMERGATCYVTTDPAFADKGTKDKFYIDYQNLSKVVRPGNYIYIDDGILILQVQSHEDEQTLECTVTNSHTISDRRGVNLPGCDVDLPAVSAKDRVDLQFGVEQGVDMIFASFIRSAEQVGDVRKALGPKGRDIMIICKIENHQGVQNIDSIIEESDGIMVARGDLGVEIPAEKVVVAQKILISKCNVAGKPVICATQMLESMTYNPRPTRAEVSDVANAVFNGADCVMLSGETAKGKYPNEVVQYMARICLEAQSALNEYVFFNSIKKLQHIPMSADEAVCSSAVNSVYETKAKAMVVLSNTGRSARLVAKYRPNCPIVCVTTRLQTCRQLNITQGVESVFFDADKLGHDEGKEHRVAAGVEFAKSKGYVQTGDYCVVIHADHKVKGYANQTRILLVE
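Purified LmPK (0.1 nM) converted ADP (0.1 mM) to ATP with PEP (0.5 mM) in imidazole buffer pH 7.2 with KCl and MgCl2, 1 h at room temperature. ATP was read by Kinase-Glo luminescence; data normalized to uninhibited and no-enzyme controls.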
Active calls of the source: *; ? = inconclusive; . = not tested or not shown; & = joins results of further samples; [ ] = remark or other dose. Unless noted, calls come from the whole dose curve; as a rule, active = well fitted curve in the direction sought with a large enough effect; inconclusive = small, poorly fitted or top-dose-only effect, or another doubt; inactive = no such curve, though single readings can be large; an effect the other way counts as inactive or inconclusive. Unless noted, % is set by controls: 0 for no effect and ±100 for the full control effect.

SMILES	AmpC no deterg	TbPYK inhibitor	HCV inhibitor	AmpC detergent	AMA1 RON2 block	HCMV inh	LmPK inh
COc1ccc(C2C(C(=O)OCC(=O)Nc3ccc(C)cc3)CCC(=O)N2c2ccc(OC)cc2)cc1 (configuration not stated)	74%[activator]	3%	14%	1%	6%	0	2%
O=C(COc1ccc(Cl)cc1)N1CCN(S(=O)(=O)c2ccc(Cl)cc2)CC1	17%	-9%	8%	1%	-6%	-29	0%
COc1ccc(-c2cc(C(=O)N3CCCCCC3)c3ccccc3n2)cc1OC	.	1%	.	.	47%[activator]	-12	.
O=C(CN1CCCC1)Nc1ccc(NC(=O)Nc2ccccc2)cc1	-36%	-3%	1%	-14%	2%	59	-1%
O=C(CSc1ncn[nH]1)N1CCN(c2nnc(-c3ccccc3)c3ccccc23)CC1	-2%	.	-9%	-2%	1%	-27	0%
COc1ccc(S(=O)(=O)c2c(Nc3cccc(C)c3C)sc(C(=O)c3ccccc3)c2N)cc1	.	-1%	.	20%	.	?	.
COc1ccc(C(=O)NCCN2CCN(C(=O)c3ccc(OC)cc3)CC2)cc1	16%	-4%	?	-5%	11%	-26	6%
CCOC(=O)N1CCN(C(=O)CNC(=O)c2ccc(Br)o2)CC1	-14%	-9%	16%	?	0%	17	-3%
OCCCCC#Cc1c(-c2ccsc2)sc2ccccc12	31%	-2%	?	?	2%	76	-2%
CCCCCCn1cc(C(=O)O)c(=O)c2ccccc21	-20%	3%	?	-12%	19%	-22	-1%
CC(OC(=O)COc1ccccc1)C(=O)NC1CCCC1 (configuration not stated)	-23%	-7%	8%	-4%	12%	1	.
Cc1cc(C)n(CCC(=O)Nc2ccc(Cl)cc2)n1	.	-4%	.	6%	.	-20	.
COc1ccc(-n2c(SCC(=O)N3CCOCC3)nc(O)cc2=O)cc1	-12%	7%	24%	3%	21%	20	1%
Cc1ccc(Cn2c(CN3CCC(C(=O)NCC(C)c4ccccc4)CC3)cc3ccccc32)cc1 (configuration not stated)	.	2%	.	13%	.	-20	.
CCc1ccc2c(c1)cc(CN(C(=S)Nc1cccc(C)c1)C1CC1)c1nnnn12	-14%	-13%	-20%	2%	19%	-18	11%
CCN1CCN(c2ccc(NC(=O)Cc3ccccc3)cc2)CC1	-9%	0%	25%	7%	-12%	37	-9%
COc1ccc(NS(=O)(=O)c2ccc3c(c2)NC(=O)CCS3)cc1Cl	-25%	4%	6%	0%	0%	0	16%
COc1ccc(CN2CC(=O)N(c3ccc(C)c(C)c3)C2=S)cc1OC	23%	5%	4%	-4%	-10%	48	4%
COc1ccc(C(=O)C2CCCN(Cc3cccn3-c3ccccn3)C2)cc1F (configuration not stated)	66%[activator]	4%	-18%	2%	-1%	-26	7%
O=C(C1CC1)N1N=C2CCCCC2C1(O)C(F)(F)F (configuration not stated)	-9%	6%	20%	?	0%	-4	0%
C[C@H](NC(=O)N1C[C@H]2C[C@@H](C1)c1cccc(=O)n1C2)C(=O)Nc1ccccc1F	-18%	4%	13%	-7%	-10%	10	-10%
COc1ccc(NC(=O)CC2C(=O)N(Cc3cccs3)C(=S)N2C(C)C)cc1 (configuration not stated)	-9%	2%	32%[activator]	1%	-15%	-36	6%
CC(=O)Nc1ccc(NS(=O)(=O)c2cc3c4c(c2)CC(=O)N4CCC3)cc1	.	3%	.	1%	.	28	.
CCOC(=O)c1sc(N/N=C/c2cc(Br)c(O)c(OC)c2)nc1C	26%	-4%	-20%	?	110%[activator]	?	-7%
O=C(CCC(=O)N1CCOc2ccccc21)NCCc1ccccc1	0%	2%	12%	?	-8%	27	-2%
COc1c(S(=O)(=O)NCCCN2CCOCC2)ccc(Cl)c1Cl	2%	-2%	-12%	?	-8%	-35	-5%
O=C(O)CCCNC(=O)c1nn(Cc2ccccc2)c(=O)c2ccccc12	-5%	5%	1%	5%	-12%	66	-3%
Nn1cnc2scc(-c3ccc(Cl)cc3)c2c1=O	1%	-1%	4%	0%	-8%	-31	4%
COc1ccc(NC(=O)Nc2cccc(NC(C)=O)c2)c(OC)c1	-6%	-6%	-4%	7%	0%	-2	-3%
COc1ccc(-c2nnc(SCC(=O)Nc3nc4ccccc4s3)n2C)cc1	-21%	-1%	5%	-7%	31%[activator]	80	13%
Cc1nc(SCC(=O)Nc2c(C)nn(C)c2C)c2cnn(-c3ccccc3)c2n1	-16%	3%	?	?	-4%	-32	0%
CC(NS(=O)(=O)c1ccc(F)cc1)C(=O)Nc1ccc2c(c1)OCCO2 (configuration not stated)	-17%	-6%	16%	1%	2%	2	1%
CC1=C(C(=O)N(C(C)C)C(C)C)CC(CC(=O)NCCN2CCOCC2)C(=O)N1Cc1ccc(F)cc1 (configuration not stated)	.	0%	.	.	-1%	-4	.
Cn1c(N)c(C(=O)COC(=O)Cc2cccs2)c(=O)n(C)c1=O	-17%	-9%	-4%	.	21%	-20	.
CCC(C)OC(=O)C1=C(C)OC23OC(N)=C(C#N)C12C(=O)c1ccccc13 (configuration not stated)	-15%	-5%	8%	-8%	-13%	2	8%
CCCCN(C=O)c1c(CC)nc2ccc(C(=O)NCCc3ccccn3)cn12	.	-1%	.	.	8%	-23	.

Profiles from above:
Cc1nc(SCC(=O)Nc2c(C)nn(C)c2C)c2cnn(-c3ccccc3)c2n1 is listed with AmpC no deterg = -16%; TbPYK inhibitor = 3%; HCV inhibitor = ?; AmpC detergent = ?; AMA1 RON2 block = -4%; HCMV inh = -32; LmPK inh = 0%
O=C(O)CCCNC(=O)c1nn(Cc2ccccc2)c(=O)c2ccccc12 is listed with AmpC no deterg = -5%; TbPYK inhibitor = 5%; HCV inhibitor = 1%; AmpC detergent = 5%; AMA1 RON2 block = -12%; HCMV inh = 66; LmPK inh = -3%

Going on with the list.
SMILES	AmpC no deterg	TbPYK inhibitor	HCV inhibitor	AmpC detergent	AMA1 RON2 block	HCMV inh	LmPK inh
CC(=O)N1CCCc2cc(S(=O)(=O)N(C)CC(=O)Nc3ccc(F)cc3Cl)ccc21	.	1%	.	-5%	.	-29	.
O=C(CSC1=Nc2ccccc2N=C(c2ccc(F)cc2)C1)Nc1cc(F)ccc1F	.	-4%	.	17%	.	-11	.
N#CC1=C(SCC(N)=O)NC(=O)CC1c1ccccc1Cl (configuration not stated)	-15%	-1%	12%	-6%	-32%	17	7%
O=C(O)c1cc(N/N=C/c2c(O)ccc3ccccc23)ccc1Cl	-25%	-17%	10%	-9%	-7%	207	-1%
CC(C)n1c(CN(C)Cc2ccccc2)nc2c1c(=O)n(C)c(=O)n2C	9%	-1%	?	1%	1%	-89*	4%
CCOc1[nH]n(-c2ccc(Cl)cc2)c(=O)c1C=Nc1ccc(O)cc1	51%[activator]	7%	?	0%	0%	4	5%
Cc1cc(N2C(=O)c3ccc(C(=O)Nc4ccccc4O)cc3C2=O)no1	-7%	-3%	4%	?	4%	-14	-1%
O=C(NCc1ccc(Cl)cc1)C(=O)NCC(c1cccs1)S(=O)(=O)c1ccc(Cl)cc1 (configuration not stated)	.	1%	.	-2%	.	19	.
CCOCCCNC(=O)c1[nH]c2cc(OC)ccc2c1Sc1ccccc1	.	0%	.	-1%	.	-3	.
CC(C)(Oc1ccc(Cl)cc1)C(=O)Nc1ccc(-c2nc3ncccc3o2)cc1	.	4%	.	8%	.	-19	.
COc1ccc(C(=O)NC(=S)Nc2ccc(CN3CCOCC3)cc2)cc1	47%	-2%	-10%	-2%	-10%	25	2%
CCOc1ccc(NC(=O)COc2ccccc2)c([N+](=O)[O-])c1	-21%	-1%	-18%	-10%	?	0	0%
O=C(C=Cc1ccco1)c1cc(Cl)ccc1O	.	-1%	-8%	.	?	-33	.
CC(CNC(=O)c1cncc(O)c1)NC(=O)c1cncc(O)c1 (configuration not stated)	-2%	-8%	8%	1%	-9%	-3	2%
COc1ccccc1NC(=O)c1ccc(N2CC3CC(C2)c2cccc(=O)n2C3)c(NC(=O)c2ccncc2)c1 (configuration not stated)	12%	-5%	-13%	-14%	-5%	11	2%
O=C(COC(=O)c1sc2cc(F)ccc2c1Cl)Nc1ncc(Cl)cc1Cl	-23%	1%	-24%	-8%	-28%	82	1%
c1cc2c(c(NC3=NCCCS3)c1)CCCC2	.	7%	.	.	-3%	-18	.
COc1ccc(S(=O)(=O)NCCC(=O)OCC(=O)NC2CC2)cc1	-11%	4%	9%	.	-5%	-1	.
COCc1cc(OC)nc(-c2csc(C)n2)n1	2%	4%	?	8%	3%	-36	4%
Cc1cccc(CNc2ncnc3ccc(-c4ccccc4Cl)cc23)c1	-34%&-25%	-3%	.	-3%&-5%	.	2	.
COc1ccc(CCNC(=O)c2ccn[nH]2)cc1OC	-7%	?	1%	-3%	0%	10	-1%
CN1CCN(C(=O)Cn2c(=O)oc3cc(S(=O)(=O)NCc4ccccc4)ccc32)CC1	-9%	-14%	2%	-1%	-9%	18	10%
O=C(Nc1cc(S(=O)(=O)N2CCCC2)ccc1OCC(F)(F)F)c1ccccc1F	-26%	-11%	10%	-12%	1%	-4	2%
CN(C(=O)COC(=O)/C=C/c1ccc(C(F)(F)F)cc1)C1CCS(=O)(=O)C1 (configuration not stated)	-9%	5%	-8%	-12%	-26%	6	1%
O=C(c1ccco1)N1CCN(S(=O)(=O)c2ccccc2)CC1	-6%	-9%	4%	-14%	14%	61	0%
Cc1ccc(C)c(NC(=O)CN2C(=O)c3cccnc3Oc3ccc(C)cc32)c1	.	2%[15.4 µM]	.	-4%	.	0	.
O=C(Nc1ccc(Cl)cc1)NC1CCS(=O)(=O)C1 (configuration not stated)	-18%	1%	11%	?	-6%	54	-5%
COC(=O)c1ccc(OC)c(CSc2nnc(COc3ccc(OC)cc3)o2)c1	9%	-13%	?	-5%	-9%	-21	0%
COc1ccc(N2CCN(C(=O)c3ccc(Br)cc3)CC2)c([N+](=O)[O-])c1	32%	1%	-3%	-4%	?	-13	4%
COc1ccc(-c2cc(NC=O)c3ncc(-c4cc(OC)c(OC)c(OC)c4)n3c2)c(OC)c1	.	1%	.	.	27%	31	.
COc1ccccc1NC(=S)NC(NC(C)=O)C(Cl)(Cl)Cl (configuration not stated)	-18%	-17%	10%	3%	0%	-31	1%
COc1ccc(NC(=O)CN(C)C(=O)CNC(=O)c2cccs2)cc1	-10%	-11%	.	-7%	-5%	-22	1%
